GDH-TPI counter = GDH-TPI coupling enzyme inhibitors, primary screen, artefact control for M. tuberculosis FBA inhibitor project, biochemical, absorbance, full deck; GDH-TPI coupled enzyme counterscreen, NADH absorbance; inhibition, % at 4.8 µM; hit rate 1.2% among 360,000; AID 588335, 2011; in the data active = inhibition above about 30%;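 note: 0% = DMSO wells and 100% = wells lacking the enzyme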
TcdB inh = TcdB glycohydrolase inhibitors, primary screen, biochemical, single point, plate reader; Toxin B (Clostridioides difficile), P18177; AID 652162, 2013; inhibition, % at 9.99 µM; TcdB glycohydrolase enzymatic assay; hit rate 0.24% among 350,000; in the data active = inhibition above about 10%
Target sequence (P18177 whole entry, looked up): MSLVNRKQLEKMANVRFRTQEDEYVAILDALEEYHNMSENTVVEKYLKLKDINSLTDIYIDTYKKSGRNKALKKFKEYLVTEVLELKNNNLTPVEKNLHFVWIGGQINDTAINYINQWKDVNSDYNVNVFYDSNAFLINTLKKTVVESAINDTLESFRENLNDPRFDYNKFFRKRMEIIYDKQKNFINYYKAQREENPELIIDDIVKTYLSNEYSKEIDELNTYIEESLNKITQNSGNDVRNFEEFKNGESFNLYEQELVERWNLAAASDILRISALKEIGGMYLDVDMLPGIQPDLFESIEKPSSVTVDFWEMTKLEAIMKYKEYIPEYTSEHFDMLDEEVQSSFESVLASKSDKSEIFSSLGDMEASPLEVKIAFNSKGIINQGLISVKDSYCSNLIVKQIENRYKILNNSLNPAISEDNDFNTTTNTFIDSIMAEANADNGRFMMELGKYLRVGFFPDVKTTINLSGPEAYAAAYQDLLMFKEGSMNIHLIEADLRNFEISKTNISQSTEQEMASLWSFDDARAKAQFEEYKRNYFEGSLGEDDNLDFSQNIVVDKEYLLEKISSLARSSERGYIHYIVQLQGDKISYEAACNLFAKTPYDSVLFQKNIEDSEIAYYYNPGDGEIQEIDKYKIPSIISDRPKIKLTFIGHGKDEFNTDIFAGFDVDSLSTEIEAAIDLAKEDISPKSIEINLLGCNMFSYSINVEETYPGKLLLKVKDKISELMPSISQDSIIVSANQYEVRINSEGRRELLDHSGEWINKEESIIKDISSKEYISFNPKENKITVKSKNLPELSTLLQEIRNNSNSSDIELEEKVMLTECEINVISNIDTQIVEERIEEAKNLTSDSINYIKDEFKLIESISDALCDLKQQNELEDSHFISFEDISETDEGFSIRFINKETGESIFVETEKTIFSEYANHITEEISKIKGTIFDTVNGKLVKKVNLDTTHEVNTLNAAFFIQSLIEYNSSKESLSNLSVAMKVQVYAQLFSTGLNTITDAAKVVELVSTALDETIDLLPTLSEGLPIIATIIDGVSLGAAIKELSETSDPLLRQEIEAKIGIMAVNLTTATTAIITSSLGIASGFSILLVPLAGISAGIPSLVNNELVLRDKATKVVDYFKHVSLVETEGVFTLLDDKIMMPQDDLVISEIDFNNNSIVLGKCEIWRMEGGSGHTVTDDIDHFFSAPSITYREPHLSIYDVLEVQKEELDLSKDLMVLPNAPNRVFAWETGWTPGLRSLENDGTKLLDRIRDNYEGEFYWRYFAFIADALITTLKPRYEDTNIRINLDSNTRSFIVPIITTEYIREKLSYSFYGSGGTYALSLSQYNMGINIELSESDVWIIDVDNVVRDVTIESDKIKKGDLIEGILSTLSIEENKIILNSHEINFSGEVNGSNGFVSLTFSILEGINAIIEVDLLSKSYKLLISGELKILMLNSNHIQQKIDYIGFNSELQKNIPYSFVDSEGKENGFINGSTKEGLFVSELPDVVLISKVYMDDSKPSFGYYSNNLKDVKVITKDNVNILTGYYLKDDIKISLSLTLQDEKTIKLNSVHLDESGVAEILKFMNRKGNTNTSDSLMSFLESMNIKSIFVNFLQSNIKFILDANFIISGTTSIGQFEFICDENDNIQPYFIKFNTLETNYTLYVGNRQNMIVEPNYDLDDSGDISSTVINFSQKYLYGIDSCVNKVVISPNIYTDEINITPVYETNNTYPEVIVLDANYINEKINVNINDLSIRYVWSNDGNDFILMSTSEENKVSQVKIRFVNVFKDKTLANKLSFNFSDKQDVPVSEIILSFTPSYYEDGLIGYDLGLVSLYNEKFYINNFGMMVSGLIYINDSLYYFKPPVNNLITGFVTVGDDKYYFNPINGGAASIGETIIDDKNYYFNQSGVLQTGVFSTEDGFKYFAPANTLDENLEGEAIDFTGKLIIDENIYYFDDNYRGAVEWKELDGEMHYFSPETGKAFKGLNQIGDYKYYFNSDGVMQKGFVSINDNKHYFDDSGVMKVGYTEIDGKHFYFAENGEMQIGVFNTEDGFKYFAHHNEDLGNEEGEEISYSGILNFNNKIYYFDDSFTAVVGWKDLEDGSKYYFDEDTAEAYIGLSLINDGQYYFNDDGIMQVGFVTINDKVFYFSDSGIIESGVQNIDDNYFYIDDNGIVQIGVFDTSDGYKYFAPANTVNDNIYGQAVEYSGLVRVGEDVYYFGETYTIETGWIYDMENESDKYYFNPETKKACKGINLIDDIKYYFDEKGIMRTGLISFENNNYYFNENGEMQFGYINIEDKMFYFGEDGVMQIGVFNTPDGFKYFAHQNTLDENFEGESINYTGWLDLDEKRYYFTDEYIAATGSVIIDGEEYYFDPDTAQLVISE
Yp Topo-I inh = Yersinia pestis topoisomerase I inhibitors, primary screen, biochemical, cleavage product accumulation, plate reader, single point; Y. pestis Topo-I cleavage product accumulation; DNA topoisomerase I (Yersinia pestis CO92); hit rate 0.064% among 360,000; AID 504884, 2011; activity, % at 10 µM; in the data active = activity above about 50%, passing the limit was not always enough; note: inactives centre near 2
Mtb FBA inh = Mtb FBA enzyme inhibitors, primary screen, biochemical, fluorescence, strain H37Rv | inhibition, % at 1 µM | Fructose-bisphosphate aldolase (Mycobacterium tuberculosis (strain ATCC 25618 / H37Rv)), … | AID 588726, 2011 | purified M. tuberculosis FBA, fluorescence read-out | hit rate 2.3% among 360,000; in the data active = inhibition above about 27%;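 note: 0% = vehicle and 100% = reference inhibitor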
FadD28 FP inh = inhibitors of FadD28 bisubstrate probe binding, primary screen, biochemical, fluorescence polarization, single point. Mycobacterium tuberculosis FadD28 fatty-acid-AMP ligase. inhibition, % at 12.5 µM. hit rate 0.22% among 360,000; in the data active = inhibition above about 8.5%, passing the limit was not always enough
Vc quorum ag = inducers of Vibrio cholerae quorum light production without autoinducers, primary screen, BH1578 luxS cqsA deficient, single point | activation, % at 18.7 µM | V. cholerae BH1578 lux reporter, luminescence, 6 h | hit rate 0.16% among 350,000; in the data active = activation mostly above about 9.7%, no sharp cut-off; note: not every result past the cut was called active; inactives centre near 0; reference of the scale not given here
PfHsp40 rescue = rescue of yeast from PfHsp40 toxicity, primary screen, S. cerevisiae, ATP luminescence; S. cerevisiae expressing PfHsp40, growth rescue; growth rescue, % at 12.5 µM; hit rate 0.68% among 340,000; AID 504582, 2011; in the data active = growth rescue above about 28%, passing the limit was not always enough;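 note: yeast W303a lacking pdr1 and pdr3 grown in galactose medium; growth measured after three days at 30 °C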
Mtb BioA inh = M. tuberculosis BioA enzyme inhibitors, primary screen, biochemical, plate reader, single point, HTS; inhibition, % at 9.99 µM; AID 602481, 2012; 7,8-diaminopelargonic acid synthase BioA (Mycobacterium tuberculosis); hit rate 0.096% among 360,000; purified M. tuberculosis BioA enzyme; in the data active = inhibition above about 40%
Mtb UGM inh = M. tuberculosis UGM enzyme inhibitors, primary screen, biochemical, fluorescence polarization, single point; inhibition, % at 10 µM; purified UGM, fluorescence polarization probe displacement; AID 504406, 2011; hit rate 0.06% among 320,000; UDP-galactopyranose mutase (Mycobacterium tuberculosis (strain ATCC 25618 / H37Rv)), …; in the data active = inhibition above about 10%, passing the limit was not always enough
Numbers without * were called inactive; i = inactive; / = not tested or not shown; + = active, no number. Hits appear at their usual frequency. About 4.6% of those tested had a hit in this group.

Order of values – GDH-TPI counter	Mtb BioA inh	Mtb UGM inh	FadD28 FP inh	Yp Topo-I inh	TcdB inh	Vc quorum ag	Mtb FBA inh	PfHsp40 rescue
> COc1ccc(NC(=O)CCCc2c[nH]c3ccccc23)cc1OC
 : -2.5	/	2.3	-2.8	0.8	-5.4	-0.5	1.2	-0.3
> CC(=O)Nc1nnc(SCc2ccc(C(=O)Nc3ccccc3F)cc2)s1
 : -1.8	/	-2.5	1.7	11.8	2.2	-1.8	3.8	4.0
> CC(=O)Nc1ccc(C(=O)Nc2ccc3c(c2)OCO3)cc1
 : 4.8	-3.8	-1.4	-0.7	-5.0	-9.9	-0.8	2.7	-2.0
> CNc1cncc(-c2cccc(O)c2)n1
 : 25.2	-1.7	/	0.9	-2.7	1.1	0.6	199.7*	/
> O=C1NC(=S)N/C1=C\C=C\c1ccccc1
 : 33.2*	-1.6	-0.2	0.3	1.1	-3.8	i	1.1	/
> COc1ccccc1CSc1ncc(-c2ccc([N+](=O)[O-])cc2)[nH]1
 : 17.6	/	-2.5	-3.0	-19.2	-0.1	-0.3	-2.5	0.0
> COC(=O)C1CC(O)CN1C(=O)Nc1ccccc1 (stereo unspecified)
 : -0.4	/	1.4	0.5	-5.0	-0.3	-0.2	0.4	-0.9
> COc1ccc(C2C=C(c3ccccc3)Nc3ncnn32)cc1 (stereo unspecified)
 : 13.6	/	1.4	-0.4	-1.3	/	-0.9	117.5*	1.4
> O=C(Nc1nnc(COc2ccc(F)cc2)s1)c1cccs1
 : 17.5	-1.2	1.6	-0.5	3.1	/	-0.5	0.1	-0.6
> Cc1ccc(C2=CC(c3cccs3)n3nnnc3N2)cc1 (stereo unspecified)
 : 1.9	-23.2	-6.0	-1.5	31.2	/	i	5.7	-1.0
> O=C(Cc1cccs1)Nc1nnc(Cc2ccccc2)s1
 : -5.4	1.8	0.0	-2.3	-9.5	/	0.3	2.2	0.1
> COc1ccc(Cl)cc1NC(=O)CN(C)C(=O)Cc1ccsc1
 : -4.5	-0.3	1.9	-5.3	-1.0	1.1	-1.4	-0.4	-0.6
> Cc1ccc(Nc2cc(C)nn2-c2nc(C)cc(=O)[nH]2)cc1
 : 5.3	0.4	3.0	1.3	12.0	/	0.1	-1.3	13.2
> CCCn1c(N)c(C(=O)CSc2nnc(-c3ccoc3C)n2C)c(=O)n(C)c1=O
 : 8.4	-1.1	0.9	0.4	8.8	0.3	-0.9	-0.1	-0.3
> Cn1nc(C(=O)OCC(=O)Nc2cccc(S(=O)(=O)N3CCCC3)c2)c2ccccc2c1=O
 : 1.6	/	-2.8	-1.5	15.4	1.5	i	2.8	0.2
> N#CC[C@H](Cc1ccccc1)N1CCN(CCc2ccccc2)CCC1=O
 : 3.1	1.4	-3.8	-1.5	2.3	-0.7	i	1.3	-0.3
> O=C(Nc1ccc(F)cc1)c1ccc(-n2cncn2)c([N+](=O)[O-])c1
 : 8.7	/	-1.4	-0.7	-4.8	6.2	-0.2	3.8	-0.9
> COc1ccc2c(c1)C1NC(=S)N[C@@](C)(O2)C1C(=O)Nc1ccccc1 (stereo partly specified)
 : -2.0	/	-4.9	-2.3	-4.0	/	2.0	1.0	0.9
> COc1ccc(CCNC(=O)C(=O)NCC2OCCN2S(=O)(=O)c2ccc(F)cc2)cc1OC (stereo unspecified)
 : 13.9	-1.0	0.2	-2.1	15.0	1.6	-0.4	1.8	0.1
> S=C(Nc1cccc(Cl)c1)NC1CCCCC1
 : -6.0	1.6	1.1	-3.8	-4.5	/	i	0.0	0.6
> COC(=O)C(C)n1nc(C)n(-c2ccc(C)cc2)c1=O (stereo unspecified)
 : 5.1	-2.8	0.6	-1.3	6.9	/	i	0.7	0.2
> Cc1nc(NC(=O)c2ccco2)sc1C(=O)Nc1ccc(Br)cc1
 : 51.6*	-1.5	2.3	-0.6	-11.0	/	-8.8	10.6	3.9
> COc1cccc(N(C(=O)CNC(=O)c2ccco2)C(C(=O)NC2CCCCC2)c2ccncc2)c1 (stereo unspecified)
 : 0.0	0.2	-4.3	-1.0	11.1	/	-5.0	2.3	0.2
> CC(C)Cn1c(SCC#N)nc2ccccc2c1=O
 : 9.6	0.3	-1.7	-1.3	-0.2	/	1.9	1.6	0.2
> CCOc1cccc(C(=O)Nc2ccc(N(CC)CC)cc2)c1
 : 10.8	-1.6	2.8	1.6	12.2	/	i	0.0	-2.2
> CCCCNC(=O)c1cn(CC)c2ccc(S(=O)(=O)N3CCCC3)cc2c1=O
 : 25.0	0.3	0.4	-2.9	3.9	-0.9	-0.4	-0.9	-1.2
> Cc1cc(C)cc(NC(=O)NCC2CCN(Cc3cc(C)ccc3C)CC2)c1
 : 4.8	-1.8	1.2	-4.5	-2.9	2.2	0.8	2.3	1.1
> COc1ccc(OC)c(CNc2ccc(F)c(Cl)c2)c1
 : 5.8	/	-2.1	-1.3	-6.2	1.8	i	-0.4	38.2*
> Nc1ccc(Cl)c(-c2nc3ncccc3o2)c1
 : 12.4	0.1	0.9	-2.7	0.5	/	i	0.5	-0.4
> CCOC(=O)c1nn(-c2ccccc2C)c(=O)cc1OCC(=O)Nc1cccc(OC)c1
 : 3.6	-1.4	/	-0.7	10.9	1.3	i	0.7	-2.3
> O=C(O)c1ccccc1NCc1ccco1
 : -0.3	-0.6	-0.4	-0.4	3.9	0.0	-0.4	19.8	0.3
> Oc1ccc(-c2nnc(-c3ccc(O)cc3)nn2)cc1
 : 17.1	-1.2	1.0	-5.0	-12.7	/	-2.1	-15.3	1.3
> c1ccc(CCNc2cnccn2)cc1
 : 13.3	-2.2	7.4	-0.9	-1.8	1.5	i	+	-0.6
> Cc1ccc(S(=O)(=O)Nc2ccccc2F)cc1C(=O)NCCCN1CCCC1=O
 : -5.8	-1.8	0.4	-1.3	-1.3	/	14.3	-0.6	-0.6
> CCOC(=O)c1ccc(CS(=O)c2ccc(Cl)cc2)o1 (stereo unspecified)
 : 7.4	-2.0	-0.3	-0.6	1.4	/	i	-0.8	0.5
> COc1ccc(Nc2nc3nonc3nc2N2CCCCC2)cc1
 : 14.0	4.1	-2.4	-4.8	0.8	-3.1	i	-0.5	0.9
> CCC(C)(C)NC(=O)C(c1ccccc1F)N(C(=O)c1ccn[nH]1)c1ccccc1 (stereo unspecified)
 : 6.8	0.5	1.3	-3.4	1.2	/	i	0.3	5.1
> CCN(CC)c1ncnnc1-c1ccccc1
 : 9.9	-0.3	-0.8	-2.0	-0.1	-0.1	-0.3	2.4	-1.1
> O=C1C2CC=CCC2C(=O)N1c1ccc(NCCc2ccccc2F)c([N+](=O)[O-])c1 (stereo unspecified)
 : -7.0	0.0	0.7	-0.7	3.7	0.7	-0.2	-3.9	-1.1
> COc1ccccc1C(OC(=O)c1cccs1)C(=O)NCC1CCCO1 (stereo unspecified)
 : 12.3	-0.1	4.8	-1.0	-13.8	/	-5.0	4.7	0.1
> Cc1cccc(N(CC(=O)Nc2cccnc2)S(C)(=O)=O)c1
 : 21.2	4.8	2.6	-1.8	-12.2	0.0	-0.5	-0.1	-1.7
> Cc1cc(NC(=O)CSCC(=O)Nc2cc(C(F)(F)F)ccc2N2CCCCC2)no1
 : 12.9	0.3	/	-2.0	-0.1	-0.7	i	-2.2	0.5
> CCOC(=O)c1c(C)[nH]c(C(=O)COC(=O)C2CC(=O)N(Cc3ccccc3)C2)c1C (stereo unspecified)
 : 2.6	0.1	-4.4	-1.3	20.0	/	-1.5	3.7	1.4
> O=C(Cn1nc(-c2ccccc2)ccc1=O)N1CCC2(CC1)OCCO2
 : -1.2	0.5	-0.5	0.0	0.3	0.4	-0.2	0.1	1.1
> CCCCCP(=O)(O)c1ccccc1
 : 10.1	-0.7	-0.3	-1.2	-2.7	/	-0.7	0.9	-0.3
> N#Cc1ccc(C23OCCN2CCn2nc4ccccc4c23)cc1 (stereo unspecified)
 : 5.2	1.2	5.1	-2.2	-1.8	2.4	-0.9	6.0	-0.1
> CCOc1cc(CNCCc2ccc(S(N)(=O)=O)cc2)ccc1OCC(=O)NC1CCCCC1
 : -3.4	21.6	1.0	-1.3	1.7	/	i	-2.9	0.1
> CCC(C)(C)C1CCC2(CC1)NC(=O)N(CC(=O)N(C)CCOc1ccc(Cl)cc1)C2=O (stereo unspecified)
 : 3.6	-1.6	/	-4.1	7.1	1.6	i	-0.1	-3.2
> OC(COCc1ccc(Cl)cc1)CN1CCN(CC(O)COCc2ccc(Cl)cc2)CC1 (stereo unspecified)
 : -4.3	-3.7	1.4	-4.2	16.5	/	-0.1	0.8	0.6
> CC(C)Oc1ccc(CNC(=O)c2ccc3nc(N4CCOCC4)sc3c2)cc1
 : 7.5	-0.5	4.6	-1.6	28.9	-2.5	-0.1	0.9	1.1

Additional structures
Order of values – GDH-TPI counter	Mtb BioA inh	Mtb UGM inh	FadD28 FP inh	Yp Topo-I inh	TcdB inh	Vc quorum ag	Mtb FBA inh	PfHsp40 rescue
> COc1cccc(C(=O)NNC(=O)c2cccc(F)c2)c1
 : -3.5	-1.4	-1.0	-1.9	2.6	0.0	-0.3	0.1	1.3
> O=C(NC1CCN(Cc2ccccc2)CC1)c1ccccc1OCc1ccccc1
 : -7.1	3.2	3.4	-3.2	35.2	1.1	0.8	0.0	-1.2
> COc1cccc(NC(=O)c2cnc(SC)nc2C)c1
 : 17.0	-0.3	-0.7	1.0	-4.9	-2.1	1.1	4.5	0.3
> COc1ccc(/C(C)=N/NC(=O)C2CC2)cc1
 : -0.9	/	0.4	-0.7	-2.9	-0.6	-0.4	1.4	-0.4
> COc1ccc(CCn2cnc3c([nH]c4ccccc43)c2=O)cc1
 : -6.5	/	-0.7	-2.7	-3.5	0.9	-0.2	6.3	-0.7
> O=C(CC1SCCNC1=O)Nc1cc(Cl)cc(Cl)c1 (stereo unspecified)
 : -8.3	-0.1	-2.4	-2.6	-1.0	/	-0.8	-1.2	-0.5
> COc1ccc(NC(=O)CN(C)C(=O)C2CSC3(C)CCC(=O)N23)cc1 (stereo unspecified)
 : 3.2	-1.5	0.3	-0.3	0.6	-1.6	i	0.2	0.2
> CCN(c1ccc(C(O)(C(=O)OC)C(F)(F)F)cc1)S(=O)(=O)c1ccccc1 (stereo unspecified)
 : -1.9	-2.5	-1.4	-6.9	-1.9	/	i	-2.9	-0.2
> O=C1CC2(CON=C2c2ccc(F)cc2)C(=O)N1c1ccc(F)cc1 (stereo unspecified)
 : -2.6	-1.5	0.2	-0.4	-1.7	/	i	-0.6	0.6
> CCOC(=O)c1cnc(SC)nc1Sc1ccccc1Cl
 : 0.0	/	-0.9	-2.0	28.3	/	8.6	-1.7	0.3
> Cc1cc(/C=C2\SC(=O)NC2=O)c(C)n1-c1ccc(N(C)C)cc1
 : 12.2	0.0	1.7	-1.1	4.0	0.6	-0.6	1.6	1.0
> O=C(Nc1ccc(N2CCOCC2)cc1N1CCOCC1)c1ccc([N+](=O)[O-])cc1Cl
 : 0.7	3.0	-0.7	-1.2	-13.1	-3.3	-0.1	-1.0	0.9
> CCOc1ccc(CCNC(=O)CSC(=S)N2CCCC2)cc1OCC
 : 8.6	-1.3	0.6	-1.7	10.0	0.4	i	-3.0	1.1
> CCC(C)[C@H](NC(=O)NCc1ccc(OC)c(OC)c1)C(=O)O (stereo partly specified)
 : -3.8	/	0.8	-2.0	-2.8	0.7	-0.4	-3.0	-1.1
> Cc1ccc(S(=O)(=O)N(CCCN(C)C)Cc2ccc3c(c2)OCO3)cc1
 : 22.9	0.1	1.5	-1.0	6.5	0.7	i	1.8	0.6

Only FadD28 FP inh, GDH-TPI counter and TcdB inh, for some of the entries so far:
SMILES | FadD28 FP inh | GDH-TPI counter | TcdB inh
CCOc1ccc(CCNC(=O)CSC(=S)N2CCCC2)cc1OCC | -1.7 | 8.6 | 0.4
CCC(C)[C@H](NC(=O)NCc1ccc(OC)c(OC)c1)C(=O)O (stereo partly specified) | -2.0 | -3.8 | 0.7
